# Bioassay records: PubChem, Icahn School of Medicine at Mount Sinai
# RBX1-CUL1 inh – inhibitors of human ROC1-CUL1 ubiquitin ligase activity. P62877+Q13616. 0.6% of 140,000 active. AID 1347404. inhibition, % at 10 µM. in vitro K48 di-Ub FRET, acceptor:donor ratio, 45 min; in the data active means inhibition above about 25%
# Target sequence (P62877 whole entry, looked up): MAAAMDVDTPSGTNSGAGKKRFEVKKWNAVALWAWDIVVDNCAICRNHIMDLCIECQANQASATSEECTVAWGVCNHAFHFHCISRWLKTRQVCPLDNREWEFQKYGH
# Target sequence (Q13616 whole entry, looked up): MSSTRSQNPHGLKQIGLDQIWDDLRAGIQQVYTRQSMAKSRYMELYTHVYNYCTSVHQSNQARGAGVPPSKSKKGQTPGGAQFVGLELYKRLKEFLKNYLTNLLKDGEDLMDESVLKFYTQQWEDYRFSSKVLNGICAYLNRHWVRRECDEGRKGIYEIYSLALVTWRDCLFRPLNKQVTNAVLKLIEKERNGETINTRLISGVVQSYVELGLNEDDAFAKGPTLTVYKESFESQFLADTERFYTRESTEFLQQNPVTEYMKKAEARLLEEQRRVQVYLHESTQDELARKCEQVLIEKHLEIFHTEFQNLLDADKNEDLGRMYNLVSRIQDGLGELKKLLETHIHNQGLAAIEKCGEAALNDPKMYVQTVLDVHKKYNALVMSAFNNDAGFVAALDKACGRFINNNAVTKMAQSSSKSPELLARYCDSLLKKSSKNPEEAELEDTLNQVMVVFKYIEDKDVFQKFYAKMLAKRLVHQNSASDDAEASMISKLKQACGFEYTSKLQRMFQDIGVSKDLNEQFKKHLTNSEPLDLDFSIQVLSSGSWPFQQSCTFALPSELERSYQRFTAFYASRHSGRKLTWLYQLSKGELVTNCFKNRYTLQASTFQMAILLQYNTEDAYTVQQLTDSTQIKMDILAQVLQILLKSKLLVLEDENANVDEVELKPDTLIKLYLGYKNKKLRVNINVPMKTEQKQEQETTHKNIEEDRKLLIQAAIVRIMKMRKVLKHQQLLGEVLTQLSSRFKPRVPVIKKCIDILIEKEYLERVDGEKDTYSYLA
# An asterisk follows results filed as active.
SMILES,RBX1-CUL1 inh
CCN(C(=O)C1CCN(S(=O)(=O)c2ccc3c(c2)CCCN3C(=O)C2CCC2)CC1)c1cccc(C)c1,-3
Cc1ccc(NCc2ccc3n2C/C(=C2/CCn4c(CNc5ccc(C)cc5)ccc42)C3=O)cc1,7
Nc1cc(N2CCCCCC2)nc(F)n1,-2
CCc1ccc2c(c1)Sc1ccccc1CC2N1CCN(CCO)CC1 (configuration not stated),-4
COc1ccccc1N1CCN(C2CCCN(C(=O)c3cnc[nH]3)C2)CC1 (configuration not stated),-10
CC1CCN(Cc2nnnn2CCCC(=O)N2CCN3CCCC3C2)CC1 (configuration not stated),9
COC(=O)CCCn1c(-c2ccc(C)cc2)c(C)n2c3c(=O)n(C)c(=O)n(C)c3nc12,-2
O=C(c1cccc(Cl)c1Cl)N1CCN(c2ccccc2F)CC1,-4
CN1C(=O)C(Sc2ccc([N+](=O)[O-])cc2)C(=O)c2ccccc21 (configuration not stated),-1
Cc1cccc(C)c1NC(=O)Cn1c(=O)n(CC2CCC(C(=O)NCCc3ccccc3)CC2)c(=O)c2ccccc21 (configuration not stated),-7
O=C(Nc1ccccc1Cl)c1ccc(-c2ccccc2)cc1,2
CCOC(=O)NC(=O)c1cn(CCCOC(=O)CCCCCCCCCCC(=O)OCCCn2cc(C(=O)NC(=O)OCC)c(=O)[nH]c2=O)c(=O)[nH]c1=O,2
COc1ccccc1NC(=O)C1C(C)=Nc2nc(-c3ccccc3Cl)nn2C1c1ccc(O)cc1 (configuration not stated),-11
O=S(=O)(O)c1ccc2ncccc2c1,2
Cc1cc(C)cc(NC(=O)C2CCCN2S(=O)(=O)c2cccc3nsnc23)c1 (configuration not stated),-6

# Among those listed so far, ten have nitrogen in an aromatic ring:
SMILES,RBX1-CUL1 inh
Cc1ccc(NCc2ccc3n2C/C(=C2/CCn4c(CNc5ccc(C)cc5)ccc42)C3=O)cc1,7
Nc1cc(N2CCCCCC2)nc(F)n1,-2
COc1ccccc1N1CCN(C2CCCN(C(=O)c3cnc[nH]3)C2)CC1 (configuration not stated),-10
CC1CCN(Cc2nnnn2CCCC(=O)N2CCN3CCCC3C2)CC1 (configuration not stated),9
COC(=O)CCCn1c(-c2ccc(C)cc2)c(C)n2c3c(=O)n(C)c(=O)n(C)c3nc12,-2
Cc1cccc(C)c1NC(=O)Cn1c(=O)n(CC2CCC(C(=O)NCCc3ccccc3)CC2)c(=O)c2ccccc21 (configuration not stated),-7
CCOC(=O)NC(=O)c1cn(CCCOC(=O)CCCCCCCCCCC(=O)OCCCn2cc(C(=O)NC(=O)OCC)c(=O)[nH]c2=O)c(=O)[nH]c1=O,2
COc1ccccc1NC(=O)C1C(C)=Nc2nc(-c3ccccc3Cl)nn2C1c1ccc(O)cc1 (configuration not stated),-11
O=S(=O)(O)c1ccc2ncccc2c1,2
Cc1cc(C)cc(NC(=O)C2CCCN2S(=O)(=O)c2cccc3nsnc23)c1 (configuration not stated),-6

# Remaining list, next part:
SMILES,RBX1-CUL1 inh
COc1ccc(-c2noc(CN3CCCCCC3)n2)cc1,11
CCCCC12CN3CC(C)(CN(C1)C3c1c[nH]c3ccccc13)C2=O (configuration not stated),-6
CCn1cc(C(=O)NCCc2ccc(OC)c(OC)c2)c(=O)c2cc(S(=O)(=O)N3CCc4ccccc4C3)ccc21,-1
CCOc1cc(Br)nc(Br)c1Br,2
COc1cc(OC)cc([C@H]2[C@H](C(=O)c3ccccc3)N3C=Cc4ccccc4[C@H]3C2(C#N)C#N)c1,5
CC(C)CN(C(=O)c1cccc(S(=O)(=O)N2CCCCC2)c1)C1CCS(=O)(=O)C1 (configuration not stated),-5
CCc1ccc(CN2CCC(CCC(=O)NC3CC3)CC2)o1,12
COc1ccc(NC(=O)Nc2cc(-c3cn4cccnc4n3)ccc2OC)cc1,8
Nn1cnc2c(c1=O)C1(CCCC1)Cc1ccccc1-2,-8
O=C(c1ccnnc1)N1CCC(C2CCN(Cc3cccc(F)c3F)CC2)C1 (configuration not stated),-1
O=C(Nc1ccccc1O)c1cccc(S(=O)(=O)Nc2ccccc2Cl)c1,-5
COc1cc(/C=C2\C(=O)NN(c3ccccc3)C2=O)cc(Cl)c1OCc1cccc(C)c1,-6
COc1ccc(N2CC(c3nc(-c4ccccc4C)no3)CC2=O)cc1Cl (configuration not stated),5
Cc1cc(-c2ccc(C)c(S(=O)(=O)NCCc3ccccc3)c2)on1,5
CSc1ccccc1C(=O)NCc1c(C)ncc2c1CCN(C(=O)c1csc(C)n1)C2,0
O=C(Cc1ccccc1)N1CCn2c3c(c4cc(C5CCCCC5)ccc42)CCCC31 (configuration not stated),-4
O=C(Nc1ccnn1C1CCN(C(=O)C2CC23CCCCC3)CC1)C1CC1 (configuration not stated),1
CCOC(=O)Nc1cccc2c1C(=O)c1ccccc1-2,8
COC(=O)c1ccccc1NC(=O)c1nc2nc(-c3cccs3)cc(C(F)(F)F)n2n1,-6
COc1ccc(OC)c(-c2noc(N3CCN(c4ccc(C(C)=O)cc4)CC3)n2)c1,1
Nc1c(C(=O)Nc2nccs2)sc2nc3c(cc12)CCCC3,-5
CC(C)c1ccc2c(c1)C(N1CCN(CCO)CC1)=Cc1ccc(F)cc1S2,9
COc1ccccc1Nc1nc(C)nc(N)c1S(=O)(=O)c1ccccc1,-15
CCOC1=CC(=Cc2c(N)n3nc(CC)sc3nc2=O)C=CC1=O,2
CCOc1ccc(Nc2nc(CSc3nnc(-c4ccco4)n3-c3ccccc3)cs2)cc1,-3
COc1cccc(C(NC(=O)c2ccccc2F)NC(=O)c2ccccc2F)c1,5
COc1ccc(C(=O)Oc2ccc3cc(Br)ccc3c2)cc1,-5
CC1CCCCN1C(=O)c1cc(Cl)ccc1NC(=O)c1ccco1 (configuration not stated),-10
CCc1ccc2ncc3c(-c4ccc(F)cc4)nn(CC(=O)NC4CCCCC4)c3c2c1,-7
CCc1c(C)c2cc(S(=O)(=O)c3ccc(C)cc3)ncn2c1C,6
CCOc1ccc(C(=O)C2C(=O)C(=O)N(c3ccc(C)cc3)C2(O)C(=O)OC)cc1 (configuration not stated),6
Cc1ccc(N2CC(NC(=O)c3ccco3)CC2=O)cc1 (configuration not stated),6
COc1ccccc1CNC(=O)Cc1csc2nc(-c3ccc(Cl)cc3)cn12,1
CC12COC3(C(=O)N4CCCCCC4)CC1CCC32C (configuration not stated),8
Cc1nnc2sc(C3COc4ccccc4O3)nn12 (configuration not stated),7
COc1ccc(Cl)cc1NC(=O)Cn1c(=O)n(CCCC(=O)NCCc2ccc(OC)c(OC)c2)c(=O)c2ccccc21,10
COc1ccc(CCNC(=O)CCSCCC(=O)NCCc2ccc(OC)cc2)cc1,-1
Cc1ccc(/C=C2/C(=O)NC(=N)N2C)s1,8
CCC(=O)N1CCc2cc(S(=O)(=O)CCC(=O)NCc3ccc(F)cc3)ccc21,0
COc1cc(C(=O)Nc2ccc(-c3cc(C(F)(F)F)nn3-c3ccccc3)cc2)cc(OC)c1OC,-4
Cc1ccc(-c2nc3cc(NC(=O)c4cc5ccccc5o4)ccc3o2)cc1,0
Cc1ccc(C2c3c(n(C)c(=O)n(C)c3=O)OC(=N)C2C#N)cc1 (configuration not stated),-1
Cc1noc(NC(=O)c2ccc(Cl)cc2)c1[N+](=O)[O-],2
O=C(NNC1CC(=O)N(c2ccccc2Cl)C1=O)c1ccncc1 (configuration not stated),-6
Cc1ccccc1C(=O)NC(C)CC(C)C (configuration not stated),2
Cc1c(Cl)c(C(F)(F)F)nn1CC(=O)Nc1sc2c(c1C#N)CCC(C)C2 (configuration not stated),-9
c1ccc(Cc2cc3c(cn2)CCCC3)cc1,-3
CCOC(=O)C1(Cc2ccccc2)C(=O)N(CCCN(C)C)c2ccccc21 (configuration not stated),-4
O=C1N=C(c2ccccc2)N(c2ccccc2)C(=O)C1C(=O)c1ccc(Cl)cc1 (configuration not stated),-7
CCc1ccc(Cn2c(CNS(=O)(=O)c3ccc(Cl)s3)nc3cccnc32)cc1,-3
CCCC1=NN(c2ccccc2)C2Oc3c(OC)cccc3C(c3cn(-c4ccccc4)nc3CCC)C12 (configuration not stated),56*
COc1ccc(C(=O)N(Cc2ccc(OC)c(OCc3cccs3)c2)C2CCCC2)c(OC)c1,19
CCOC(=O)c1sc2nc(SC)[nH]c(=O)c2c1C,2
CCCN(C(=O)CNC(C)=O)C1(C(=O)NC(c2ccccc2)c2ccccc2)CCCC1,-2
CCCOc1ccc(C(=O)NC(=S)Nc2nc(C)c(C(=O)N(C)C)s2)cc1,2
Cc1ccc2nc(/C(C#N)=C\c3ccc(Br)cc3)[nH]c2c1,0
Cc1cc(=O)n2nc(N(C)CC(=O)NCc3cccc(Br)c3)sc2n1,5
Cc1ncc2c(c1CNS(=O)(=O)c1cccs1)CCN(C(=O)C13CC4CC(CC(C4)C1)C3)C2,-6
O=C1CC(N2CCN(Cc3ccc4c(c3)OCO4)CC2)C(=O)N1c1cccc2ccccc12 (configuration not stated),2
COc1cc(S(=O)(=O)N2CCN(c3cccc(C(F)(F)F)c3)CC2)c(C)cc1C,-6

# Other compounds
SMILES,RBX1-CUL1 inh
Cc1c(C(=O)N(C)C2CCS(=O)(=O)C2)nnn1-c1ccccc1F (configuration not stated),-9
C=CCn1c(C(NC(=O)c2ccccc2Cl)C(C)C)n[nH]c1=S (configuration not stated),6
CC1CC(=O)NC(=O)N1c1ccc(Nc2c(Br)cc(Br)cc2Br)cc1 (configuration not stated),5
CCn1c(SCC(=O)Nc2cccc(C)c2)nnc1-c1ccc(Cl)cc1,-4
CN(Cc1ccc(F)cc1)C(=O)Nc1nnc(Cc2ccccc2)s1,6
CSC1=CC(=O)N=C(c2ccccc2)C1,3
CSc1ccc(CCNC(=O)c2sc3ncccc3c2-n2cccc2)cc1,-3
COc1ccc2c(Cl)c(C(=O)NC3CCS(=O)(=O)C3)sc2c1 (configuration not stated),-2
Cc1ccc(CNC(=O)Cn2cccc2C(=O)c2ccccc2C)cc1,-9
CCOc1ccc(C(=O)Nc2ccccc2C(F)(F)F)cc1OCc1ccccc1,-2
COc1cccc(Nc2nc3ccccc3c3nncn23)c1,0
CC1=CC(=O)C(=O)C(CN(C)C)C=C1 (configuration not stated),0
CC(C)(c1cc(Br)c(OC(=O)c2cccs2)c(Br)c1)c1cc(Br)c(OC(=O)c2cccs2)c(Br)c1,7
CCOc1ccc(NC(=O)N2CC3CCCN3c3ccccc32)cc1 (configuration not stated),4
Cc1sc(NC(=O)c2ccnn2C)c(C#N)c1-c1ccc(C(C)C)cc1,8
CC(Oc1ccccc1)C(=O)Nc1ccccc1C#N (configuration not stated),4
CC(=O)COc1ccc2c3c(c(=O)oc2c1)CCCC3,-4
Cc1ccc(NC(=O)CN2C(=O)c3ccccc3Sc3ncccc32)c(C)c1,-4
Cc1[nH]nc(Nc2ccc(I)cc2)c1[N+](=O)[O-],3
CCOC(=O)c1ccc(NC(=O)C2Cc3ccccc3CN2S(=O)(=O)c2ccc(Cl)cc2)cc1 (configuration not stated),6
Nc1nc(NCc2ccccc2)sc1C(=O)c1ccc(Cl)cc1,-5
COC(=O)CN1C(=O)C(C)(C)c2cc(S(=O)(=O)Nc3ccc(C(C)C)cc3)ccc21,-4
CCOc1cc(C(C2C(=O)CC(C)(C)CC2=O)C2C(=O)CC(C)(C)CC2=O)ccc1OCc1c(C)no[n+]1[O-],4
CCc1cccc(C)c1NC(=O)c1cn2c3c(ccc(Cl)c3c1=O)OC(C)C2 (configuration not stated),-9
CC(=O)c1ccc(NC(=O)CCOc2ccccc2)cc1,2
CCOC(=O)C1=C(c2ccccc2)OC(=N)C(C#N)C1c1ccc(Cl)s1 (configuration not stated),-2
CCN1C(=O)/C(=C/c2ccc(N3CCOCC3)c(F)c2)SC1=Nc1ccc(N2CCOCC2)cc1,0
O=C(COc1ccccc1C(=O)Nc1ccccn1)NCCOc1ccccc1,7
O=C(Nc1ccc2c(c1)CN(C(=O)Cc1ccsc1)CC2)c1ccncc1,8
Cc1ccc(-n2c3c(cc(C(=O)Nc4cccc(Cl)c4)c2=O)C(=O)CC(C)(C)C3)cc1,0
COc1ccccc1N1CCN(C(=O)Cn2nnnc2CN2CCOCC2)C(C)C1 (configuration not stated),-2
COc1ccccc1N1CCN(C2=Nc3cc(Cl)ccc3Oc3ccccc32)CC1,0
CCOC(=O)c1c(NC(=O)COc2cccc(C)c2C)sc2c1CCCCC2,4
O=S(=O)(Nc1ccccc1Br)c1ccc(F)cc1,-2
Cn1cc(C(=O)NCc2ccc(Cl)cc2)c(=O)c2cc(S(=O)(=O)N3CCCCCC3)ccc21,9
O=C(COc1ccc(S(=O)(=O)NC2CCCC2)cc1)NCc1cccnc1,3
COc1ccccc1/C=N/OC(=O)c1cc(F)c(Cl)nc1Cl,-7
CCC(C)Oc1c(Br)cc(/C=C2/SC(=O)N(CC(=O)OC)C2=O)cc1OC (configuration not stated),5
Cc1ccc(O)c(C(=O)c2cnc3c(c2)COc2ccc(C)cc2-3)c1,-4
COc1ccccc1-c1cc(=O)[nH]c(N2CCN(C)CC2)n1,-18
CCOC(=O)CNC(=S)Nc1sc2c(c1C(=O)OCC)CCN(C(=O)OCC)C2,-7
C[C@@H]1CN(C(=O)C2CCN(c3nc(-c4ccccc4)nc4c3CCC4)CC2)C[C@H](C)O1,-18
Cc1ccc(-n2c(Cn3c(C)nc4ccccc43)n[nH]c2=S)cc1,-2
CCc1n[nH]c2c1CN(C(=O)/C(=C/c1ccco1)c1ccccc1)CC2,1

# Only part of the results is shown; rates above refer to the full screens.
